Screens from PubChem BioAssay.
Fam108B counter: mouse Fam108B serine hydrolase inhibitors, primary screen, counter-screen for RBBP9 inhibitor project, biochemical, fluorescence polarization; recombinant Fam108B, FP-Rh probe fluorescence polarization; inhibition, % at 9.51 µM; 300,000 tested, 0.33% active;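 active means inhibition above the screen mean inhibition plus 3 SD, computed separately per campaign, cut at about 18% in these data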;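 further: inhibitors lower polarization as less probe binds the enzyme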
MCL1 BIM primary: inhibitors of MCL1 binding to BIM-BH3, primary screen, biochemical, fluorescence polarization. Induced myeloid leukemia cell differentiation protein Mcl-1 (Homo sapiens), Q07820. GST-MCL1 / FITC-Bim-BH3 fluorescence polarization. inhibition, % at 10.9 µM. 320,000 tested, 0.68% active;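 active means inhibition above the mean inhibition of all tested compounds plus 3 SD, set per campaign, cut at about 40% in these data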;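 further: 0% = DMSO wells and 100% = unlabeled Bim-BH3 peptide control; higher means more loss of mP so more displacement of Bim peptide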
PAFAH1B2 inh: PAFAH1B2 enzyme inhibitors, primary screen, biochemical, fluorescence polarization, human; Platelet-activating factor acetylhydrolase IB subunit alpha2 (Homo sapiens), P68402; recombinant PAFAH1B2, FP-rhodamine activity probe; inhibition, % at 3.39 µM; 340,000 tested, 1.2% active;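 active means inhibition above the mean of all tested compounds plus 3 SD, cut at about 24% in these data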;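 further: 0% = enzyme with DMSO and 100% = wells lacking PAFAH1B2; many of its hits are not listed in these tables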
BCLXL inh: inhibitors of human Bcl-xL, primary screen, biochemical, fluorescence polarization, HTS; Bcl-2-like protein 1 (Homo sapiens), Q07817; GST-Bcl-xL / FITC-Bim BH3 peptide fluorescence polarization; inhibition, % at 10.9 µM; 320,000 tested, 0.7% active;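 active means inhibition above the mean of all tested compounds plus 3 SD, cutoff set per campaign, cut at about 30% in these data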;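 further: 0% = DMSO wells and 100% = unlabeled Bim-BH3 peptide competitor; inhibitors lower millipolarization by displacing the labeled peptide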
AHR activator: AHR activators, primary screen, cell-based, luminescence, luciferase reporter, human. Aryl hydrocarbon receptor (Homo sapiens), P35869. 320,000 tested, 2.5% active. activation, % at 5 µM. AHR-responsive luciferase reporter cells; in the data active means activation above about 47%;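 further: 0% = vehicle wells and 100% = reference agonist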
pPAFAH FP inh: pPAFAH enzyme inhibitors, primary screen, biochemical, fluorescence polarization, human. 330,000 tested, 1.5% active. inhibition, % at 3.39 µM. recombinant pPAFAH, FP-rhodamine probe fluorescence polarization. AID 463082, 2010;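 active means inhibition above the mean inhibition across the screen plus 3 SD, cut at about 25% in these data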;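 further: inhibitors block binding of the rhodamine activity-based probe so polarization drops; 0% = enzyme with DMSO and 100% = wells lacking pPAFAH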
PME-1 inh: PME-1 inhibitors via competitive probe labeling, primary screen, biochemical, fluorescence polarization, FP-Rh probe, HTS; recombinant PME-1; inhibition, % at 5.9 µM; 320,000 tested, 0.53% active;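 active means inhibition above the campaign mean of all compounds plus 3 SD, cut at about 26% in these data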;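 further: competitive labeling of PME-1 active site by serine hydrolase directed probe; 0% = PME-1 with DMSO and 100% = wells lacking PME-1 enzyme; inhibitors block probe labeling so polarization falls and inhibition rises; many of its hits are not listed in these tables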
GLD-1 TGE inh: GLD-1/TGE RNA complex disruptors, primary screen, biochemical, fluorescence polarization | Female germline-specific tumor suppressor gld-1 (Caenorhabditis elegans), Q17339 | purified GLD-1 + fluorescein TGE RNA | inhibition, % at 5.96 µM | 320,000 tested, 0.44% active | AID 2280, 2010;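 active means percent inhibition above a per-plate cutoff, the plate mean of test compounds plus 3 SD, cut at about 30% in these data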;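 further: 0% = DMSO wells with GLD-1 and probe and 100% = wells lacking GLD-1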
Target sequence (Q17339 whole entry, looked up): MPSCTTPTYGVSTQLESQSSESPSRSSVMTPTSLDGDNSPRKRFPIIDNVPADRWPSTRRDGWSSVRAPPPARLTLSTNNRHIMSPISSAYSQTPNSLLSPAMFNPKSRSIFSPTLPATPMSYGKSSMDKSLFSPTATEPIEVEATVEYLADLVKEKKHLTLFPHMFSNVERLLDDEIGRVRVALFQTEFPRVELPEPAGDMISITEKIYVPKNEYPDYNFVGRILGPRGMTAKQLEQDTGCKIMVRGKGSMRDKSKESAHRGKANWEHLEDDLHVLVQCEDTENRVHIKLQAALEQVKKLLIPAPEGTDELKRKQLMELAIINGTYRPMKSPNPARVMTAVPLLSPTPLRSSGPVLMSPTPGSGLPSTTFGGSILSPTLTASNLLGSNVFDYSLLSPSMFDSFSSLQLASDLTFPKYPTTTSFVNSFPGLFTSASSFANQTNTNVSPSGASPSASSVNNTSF
MEX-5 binding: MEX-5 zinc finger RNA-binding disruptors – biochemical, C. elegans, fluorescence polarization, MLPCN library, primary screen; Zinc finger protein mex-5 (Caenorhabditis elegans), Q9XUB2; MEX-5/FITC-TCR2 RNA binding; stronger effect = lower value; activity score (negative = inhibition of binding), % at 10 µM; 300,000 tested, 0.38% active; AID 1832, 2009;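 active means inhibition past about -25% in most replicates, and total fluorescence under double the plate's negative control median, limit read from the data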;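 further: 0% = DMSO and -100% = 5 µM competing unlabeled TCR2 RNA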
Target sequence (Q9XUB2 whole entry, looked up): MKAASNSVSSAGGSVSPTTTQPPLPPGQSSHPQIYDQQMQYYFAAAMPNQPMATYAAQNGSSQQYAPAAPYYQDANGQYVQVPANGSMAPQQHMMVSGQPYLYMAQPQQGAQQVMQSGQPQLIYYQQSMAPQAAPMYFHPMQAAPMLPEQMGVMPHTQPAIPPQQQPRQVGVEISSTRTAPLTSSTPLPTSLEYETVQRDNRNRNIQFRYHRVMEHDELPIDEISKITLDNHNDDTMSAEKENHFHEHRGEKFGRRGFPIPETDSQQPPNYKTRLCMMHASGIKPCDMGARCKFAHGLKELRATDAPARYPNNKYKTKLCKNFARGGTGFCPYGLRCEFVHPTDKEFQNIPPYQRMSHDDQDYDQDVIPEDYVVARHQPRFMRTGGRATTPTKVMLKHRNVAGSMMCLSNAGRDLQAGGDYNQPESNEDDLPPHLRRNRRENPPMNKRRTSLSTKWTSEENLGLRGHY
An asterisk follows results filed as active; · = no result given.

SMILES,Fam108B counter,MCL1 BIM primary,PAFAH1B2 inh,BCLXL inh,AHR activator,pPAFAH FP inh,PME-1 inh,GLD-1 TGE inh,MEX-5 binding
O=C(Nc1cccc2ccccc12)N1CCN(Cc2ccc3c(c2)OCO3)CC1,0.6,4.9,-4.7,2.4,9.7,3.3,-2.4,6.5,3.5
Cc1ccc(S(=O)(=O)Nc2cccc3c2O[C@H](CN(C)C(=O)Nc2ccc(C(F)(F)F)cc2)[C@@H](C)CN([C@H](C)CO)C3=O)cc1,·,·,22.2,·,0.9,19.9,·,1.2,·
CCOc1ccccc1NC(=O)CSc1nnc(-c2ccco2)o1,0.0,9.1,-4.0,4.7,7.3,-0.7,2.6,3.0,0.3
COc1cccc(C2C(C(=O)Nc3ccccc3)=C(C)N=c3s/c(=C/c4ccc(OCC(=O)O)cc4)c(=O)n32)c1 (stereo unspecified),-13.0,13.2,1.4,10.6,-0.9,-11.9,-13.8,1.1,2.3
S=C(Cc1cccnc1)N1CCOCC1,-1.5,6.3,3.1,8.5,4.6,1.1,3.6,2.0,-0.6
CC1CN(C(=O)N(C)C)CCN1C(=O)N(C)C (stereo unspecified),1.0,3.0,4.3,5.1,0.5,2.8,-3.2,-3.3,2.2
O=C(c1ccco1)c1nnn(Cc2ccccc2)c1-c1ccccc1,-2.4,-0.3,0.0,2.7,1.3,-2.2,-5.6,-0.9,-0.6
O=C(Nc1cc(=O)c2ccccc2o1)N1CCCCC1,-3.8,2.5,-2.2,2.7,2.4,0.9,4.8,4.3,-2.0
CC1Cc2ccccc2N1C(=O)CSc1nnc(CNc2ccccc2)o1 (stereo unspecified),3.0,6.4,1.8,2.3,-1.2,0.2,5.7,6.5,-0.3
O=[N+]([O-])c1cnc(N2CCCCC2)c([N+](=O)[O-])c1,8.6,19.2,0.5,21.4,-3.6,10.5,7.1,28.0,5.4
CCOC(=O)c1cnc(SC)nc1Nc1cccc(F)c1,1.2,0.1,-0.9,1.5,-2.1,2.3,-3.2,1.4,1.5
COc1ccc(C(C(=O)NCC2CCCO2)N(Cc2cccs2)C(=O)c2snc(C(N)=O)c2N)cc1OC (stereo unspecified),-1.7,-1.3,5.0,-1.6,-0.7,38.0*,5.8,5.9,2.5
C/C(=N\NC(=O)c1ccc(Cl)c(S(=O)(=O)Nc2ccccc2Cl)c1)c1ccncc1,4.0,3.8,-3.0,5.3,7.5,11.9,-4.6,7.3,-0.1
COc1ccc(-c2nn(-c3ccccc3)cc2C2CC(c3cccs3)=NN2C(=O)CCCC(=O)O)cc1 (stereo unspecified),-3.9,0.3,3.5,-0.2,3.1,7.3,-1.7,6.2,-1.0
Cc1ccc(S(=O)(=O)CC(O)COc2ccccc2C#N)cc1 (stereo unspecified),5.5,0.7,7.2,4.4,2.5,-3.1,5.9,-1.9,0.3

Carrying on.
SMILES,Fam108B counter,MCL1 BIM primary,PAFAH1B2 inh,BCLXL inh,AHR activator,pPAFAH FP inh,PME-1 inh,GLD-1 TGE inh,MEX-5 binding
NS(=O)(=O)c1ccc(CCNC(=O)c2cccc3ccccc23)cc1,-0.9,7.9,1.8,9.8,0.8,3.5,-2.3,6.8,-1.9
COc1ccc(NC(=O)CSc2nnc(Cc3cccn3C)n2-c2ccc(C)cc2)cc1OC,-1.4,-4.2,3.1,0.6,0.1,32.3*,0.9,5.5,·
CC(=O)N1CCN(CCN(CC2C(C)C=C(C)CC2C)C(C)=O)CC1 (stereo unspecified),-1.6,-2.9,-3.6,5.2,2.7,-2.6,2.6,6.0,0.5
COc1cccc2c(=O)n(CC(=O)N3CCCc4ccccc43)ccc12,-6.8,0.7,5.5,-3.9,37.9,1.2,-4.6,-0.3,-0.5
Cn1c(=O)c2c(ncn2CC(=O)NC2CCCCC2)n(C)c1=O,1.3,-0.9,1.3,-0.9,1.9,-1.8,0.5,8.6,-0.7
COc1cc(C(=O)NCC(=O)N/N=C/c2ccc(-c3cccc([N+](=O)[O-])c3)o2)cc(OC)c1OC,-0.4,-1.4,6.5,5.1,0.8,7.0,-1.5,0.7,0.1
COc1cc(/C=N/NC(=O)CNC(=O)c2ccncc2)ccc1OC(C)=O,3.5,2.4,5.7,0.6,0.6,-0.6,-0.7,3.1,-2.2
C[C@H]([C@@H](N)C(=O)N[C@@H](C(=O)O)[C@@H]1O[C@H](n2ccc(=O)[nH]c2=O)[C@@H](O)[C@H]1O)[C@@H](O)c1ccc(O)cn1,-0.3,12.3,6.2,1.2,-2.4,-6.6,0.3,3.4,0.0
Cc1cc(NC(=O)c2ccccc2)n(C)n1,-0.8,-9.1,0.5,-3.5,0.6,2.3,0.9,-3.5,0.6
Cc1cc(Br)ccc1NC(=O)c1ccco1,0.4,-1.0,0.3,2.1,16.6,1.9,2.0,0.5,-0.3
CCC(CC)NC(=O)c1cc(OC)c(OC)c(OC)c1,-6.1,-17.6,1.5,-12.2,8.1,-5.4,-4.4,-7.2,-2.1
Cn1c(CNc2ccc(Br)cc2)nc2ccccc21,0.7,2.4,1.8,1.1,107.6*,6.6,-0.5,-8.9,-0.9
O=c1oc2ccccc2c(N2CCCC2)c1[N+](=O)[O-],-1.8,6.1,5.7,5.8,1.9,0.9,-1.4,6.1,-3.3
CCOc1cc(/C=N/NC(=O)COc2ccccc2C)ccc1OC(=O)c1cccs1,-36.5,2.5,-11.8,3.8,4.0,-11.2,-51.9,6.5,1.5
CCOCCCNC(=O)c1cc(-c2cccnc2)nc2ccc(S(=O)(=O)N3CCC(C)CC3)cc12,1.3,1.8,5.7,6.5,0.9,-1.3,-2.6,-4.5,0.7

Some of these compounds in order of length of the SMILES, descending.
SMILES,Fam108B counter,MCL1 BIM primary,PAFAH1B2 inh,BCLXL inh,AHR activator,pPAFAH FP inh,PME-1 inh,GLD-1 TGE inh,MEX-5 binding
COc1ccc(NC(=O)CSc2nnc(Cc3cccn3C)n2-c2ccc(C)cc2)cc1OC,-1.4,-4.2,3.1,0.6,0.1,32.3*,0.9,5.5,·
CCOc1cc(/C=N/NC(=O)COc2ccccc2C)ccc1OC(=O)c1cccs1,-36.5,2.5,-11.8,3.8,4.0,-11.2,-51.9,6.5,1.5
CC(=O)N1CCN(CCN(CC2C(C)C=C(C)CC2C)C(C)=O)CC1 (stereo unspecified),-1.6,-2.9,-3.6,5.2,2.7,-2.6,2.6,6.0,0.5
COc1cccc2c(=O)n(CC(=O)N3CCCc4ccccc43)ccc12,-6.8,0.7,5.5,-3.9,37.9,1.2,-4.6,-0.3,-0.5
O=c1oc2ccccc2c(N2CCCC2)c1[N+](=O)[O-],-1.8,6.1,5.7,5.8,1.9,0.9,-1.4,6.1,-3.3
Cn1c(CNc2ccc(Br)cc2)nc2ccccc21,0.7,2.4,1.8,1.1,107.6*,6.6,-0.5,-8.9,-0.9

Next section.
Order of results – Fam108B counter | MCL1 BIM primary | PAFAH1B2 inh | BCLXL inh | AHR activator | pPAFAH FP inh | PME-1 inh | GLD-1 TGE inh | MEX-5 binding
Cc1ccc(C)n1C(CC(=O)O)c1ccc(C#N)cc1 (stereo unspecified)
 : 1.4 | 10.4 | · | 13.7 | -0.7 | 25.4* | 1.6 | 17.4 | -3.6
CCN1C(=O)C2(C(C(=O)c3cc4ccccc4o3)=C(O)C(=O)N2CCCN(C)C)c2ccccc21 (stereo unspecified)
 : 2.7 | -3.3 | · | 1.1 | 6.3 | -2.6 | 4.1 | 6.1 | 0.3
CC1CCC(N2CCN(c3ccc([N+](=O)[O-])cc3)CC2)CC1 (stereo unspecified)
 : 4.8 | 3.1 | 4.3 | 0.4 | -3.6 | 3.0 | -3.1 | 6.7 | 3.6
Cc1c(S(=O)(=O)NCc2ccccc2)c(=O)n(C)c(=O)n1C
 : 0.1 | 2.3 | 1.9 | 3.5 | 0.2 | 3.6 | -9.4 | -6.9 | -1.0
O=C(NCc1ccco1)c1cc([N+](=O)[O-])cc([N+](=O)[O-])c1
 : 1.8 | 0.5 | 0.7 | 0.7 | 1.0 | -0.5 | 2.4 | -4.3 | 1.6
CC(c1nnc(SCC(=O)Nc2cccnc2Cl)n1Cc1ccccc1)N(C)C (stereo unspecified)
 : 1.4 | -0.7 | 2.4 | 1.3 | -4.1 | -1.9 | 5.5 | 4.5 | 0.9
CN(C)C(CNC(=O)c1ccc2ccccc2c1)c1ccco1 (stereo unspecified)
 : 3.3 | 2.8 | 0.1 | 6.3 | 12.4 | 7.4 | 5.8 | 2.5 | -2.7
CN(Cc1ccc(Cl)cc1)C(=O)CNC(=O)C12CC3CC(CC(C3)C1)C2
 : · | -5.5 | 19.1 | 3.8 | 0.7 | 0.1 | -3.8 | -6.3 | ·
c1cc(CNC2C3CC4CC(C3)CC2C4)ccn1 (stereo unspecified)
 : -3.4 | 4.2 | 4.3 | 2.2 | 3.1 | -2.2 | 1.8 | -9.0 | -0.3
O=C(COC(=O)c1cccc(S(=O)(=O)NCc2ccccc2)c1)c1ccccc1
 : -2.9 | 1.7 | 16.4 | -2.3 | -1.7 | 21.7 | 8.1 | 2.5 | -2.3
COc1ccc(CCN2CNc3c(c(=O)n(C)c(=O)n3C)C2)cc1
 : 1.4 | 6.2 | 1.8 | 8.9 | 2.7 | 0.8 | 2.3 | 4.8 | -0.7
COC(=O)c1sccc1NC(=S)Nc1ccc(F)cc1
 : -7.3 | 6.1 | 0.3 | 11.5 | 2.5 | 0.5 | 5.9 | -2.8 | -1.9
O=C(NC1CCCCC1)C(=O)N(Cc1cccnc1)C(C(=O)NCc1ccco1)c1ccccc1 (stereo unspecified)
 : -2.0 | -0.6 | · | 1.7 | 0.3 | 0.5 | -6.1 | -9.7 | 3.2
C=CCc1cc(Cl)ccc1OCCN(C)C
 : -0.7 | -3.6 | 7.4 | 1.0 | -1.0 | -1.9 | 3.9 | 3.8 | -0.3
CCNC(=S)N(CCc1c(C)[nH]c2ccc(C)cc12)Cc1cccs1
 : 17.3 | 3.8 | 6.2 | 3.9 | 36.2 | 16.5 | 3.9 | 3.9 | -0.4
O=C(Nc1nccs1)C1CC(=O)N(c2ccccc2Cl)C1 (stereo unspecified)
 : -0.7 | 3.7 | 2.8 | 3.0 | 0.9 | 3.5 | -0.6 | 5.3 | -2.1
CCN(CC)CCNC(=O)Cn1nc(-c2ccc(C)cc2)ccc1=O
 : -0.8 | -3.1 | -1.8 | 0.3 | 1.5 | 2.9 | 6.7 | -0.2 | 0.1
Cc1ccc(-c2cc(N)n(-c3ccc(C)cc3)n2)cc1
 : -0.6 | 3.2 | 7.2 | 0.6 | 51.8* | 10.0 | -2.1 | -5.8 | 2.7
CC(C)C(C)NC(=O)CSc1nnc(-c2c[nH]c3ccccc23)o1 (stereo unspecified)
 : -1.3 | 3.2 | -0.5 | 5.9 | 4.1 | 6.8 | 0.6 | -1.8 | 2.9

This is a subset; count on the stated rates, not on these rows.
